ALDH1A1 inh – ALDH1A1 (human) enzyme inhibition. P00352. Purified ALDH1A1, NADH fluorescence, propionaldehyde substrate. Potency, µM (titrated, usually from 75.3 µM), inactives show top-dose activity, negative = inhibition, actives largely listed as inhibitors. actives 7.3% (n = 220,000). AID 1030; active = well fitted inhibition curve with a large enough effect, not every such curve was filed as active; inconclusive = small, poorly fitted or top-dose-only effect, or another doubt; inactive = no such curve, though single readings can be large or run the other way;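 note: plate controls were no enzyme wells and a reference inhibitor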
KDM4E inh – blocks human JMJD2E demethylase activity; JMJD2E catalytic domain, FDH-coupled NADH fluorescence (FDH is formaldehyde dehydrogenase); Potency, µM (highest dose often 57.1 µM), without a hit: top-dose activity change, negative = inhibition, most hits filed as inhibitors; actives 1.6% (n = 230,000); AID 2147; active = well fitted inhibition curve with a large enough effect, not every such curve was filed as active; inconclusive = small, poorly fitted or top-dose-only effect, or another doubt; inactive = no such curve, though single readings can be large or run the other way;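 note: 0% = wells with enzyme and -100% = buffer wells without enzyme; nearly all actives have a fitted effect of over 50% in size; many of its hits are not listed in these tables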
GoLoco inh red – RGS12 GoLoco-Gai1 interaction inhibition; P63096; Gai1:RGS12 GoLoco peptide FP, rhodamine, 10 min; Potency, µM (titrated, usually from 61.6 µM), for the others: top-dose activity, negative = inhibition, most hits filed as inhibitors; actives 0.44% (n = 230,000); active = well fitted inhibition curve with a large enough effect, not every such curve was filed as active; inactive = no such curve, though single readings can be large or run the other way; note: % is set by controls: 0 for no effect and ±100 for the full control effect; nearly all actives have a fitted effect of over 30% in size; many of its hits are not listed in these tables
Target sequence (P63096 whole entry, looked up): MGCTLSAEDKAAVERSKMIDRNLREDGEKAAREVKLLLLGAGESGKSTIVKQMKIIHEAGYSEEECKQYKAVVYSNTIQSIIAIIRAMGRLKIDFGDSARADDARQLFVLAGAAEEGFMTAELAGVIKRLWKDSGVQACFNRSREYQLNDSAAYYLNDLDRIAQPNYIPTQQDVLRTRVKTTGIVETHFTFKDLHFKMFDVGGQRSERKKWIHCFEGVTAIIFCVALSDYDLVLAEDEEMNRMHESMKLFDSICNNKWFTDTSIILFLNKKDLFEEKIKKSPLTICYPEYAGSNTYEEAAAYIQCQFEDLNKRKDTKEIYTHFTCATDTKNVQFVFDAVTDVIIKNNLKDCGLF
LMNA splice mod – changes lamin A minigene splicing in HeLa cells. actives 0.01% (n = 200,000). Potency, µM (doses to about 46.1 µM), for inactives: at the top dose ratio change, negative = inhibition, most hits filed as inhibitors. HeLa LMNA splicing GFP/RFP minigene ratio, 48 h. AID 1487; active = well fitted inhibition curve with a large enough effect in the signal ratio, with a control signal flat, not every such curve was filed as active; inconclusive = small, poorly fitted or top-dose-only effect, or effect the other way, or a change in a side signal; the % refers to the signal ratio; note: % is set by controls: 0 for no effect and ±100 for the full control effect
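S3 HeLa cells stably expressing lamin A-EGFP splicing minigene plus DsRed2, 600 cells/well, 48 h compound exposure at 37C. Laser-scanning cytometry; analysed as GFP (500-530 nm)/RFP (575-640 nm) total intensity ratio; 0.5% DMSO vehicle.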
SMN2 splice up – increases expression of the SMN2 splice variant. HEK293 SMN2-luciferase splicing reporter, luminescence, 30-36 h. Potency, µM (highest dose often 46.1 µM), inactives show at the highest dose activity change, positive = activation, hits mostly activators. actives 2.8% (n = 210,000); note: % of control where 0% means no effect; nearly all actives have a fitted effect of over 55% in size
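qHTS luciferase splicing reporter: luminescence rises when SMN2 exon 7 is included in transfected HEK293 cells. Compound exposure lasted 30-36 h at 37C, with 4.5 mM final sodium butyrate as control, followed by a ONE-Glo read.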
TR SRC2 fluor cs – alters Texas Red total fluorescence, flagging assay interference; Potency, µM (highest dose often 106 µM), for the others: at the highest dose fluorescence change, negative = quenching; TRb/SRC2 Texas Red total fluorescence interference; AID 1479; actives 0.29% (n = 280,000); active = well fitted curve in either direction with a large enough effect; inconclusive = small, poorly fitted or top-dose-only effect; note: % is set by controls: 0 for no effect and ±100 for the full control effect
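Flags fluorescent or light-absorbing compounds by total fluorescence, S + 2P, at 555 nm excitation and 632 nm emission. Mixture: 20 nM Texas Red SRC2 peptide, 0.6 uM human TRb LBD, 1 uM T3, 5% DMSO; compound exposure 5 h at ambient temperature.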
TRb SRC2 PPI – TRbeta-SRC2 interaction inhibition; P10828; TRbeta-SRC2 peptide binding, fluorescence polarization; receptor liganded with 1 µM T3; Potency, µM (titrated, usually from 106 µM), for inactives: top-dose activity change, negative = inhibition, usual class: inhibitors; actives 0.065% (n = 280,000); AID 1469;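 note: plate controls were bound peptide for no effect and peptide without receptor for full effect; nearly all actives have a fitted effect of over 50% in size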
Target sequence (P10828 whole entry, looked up): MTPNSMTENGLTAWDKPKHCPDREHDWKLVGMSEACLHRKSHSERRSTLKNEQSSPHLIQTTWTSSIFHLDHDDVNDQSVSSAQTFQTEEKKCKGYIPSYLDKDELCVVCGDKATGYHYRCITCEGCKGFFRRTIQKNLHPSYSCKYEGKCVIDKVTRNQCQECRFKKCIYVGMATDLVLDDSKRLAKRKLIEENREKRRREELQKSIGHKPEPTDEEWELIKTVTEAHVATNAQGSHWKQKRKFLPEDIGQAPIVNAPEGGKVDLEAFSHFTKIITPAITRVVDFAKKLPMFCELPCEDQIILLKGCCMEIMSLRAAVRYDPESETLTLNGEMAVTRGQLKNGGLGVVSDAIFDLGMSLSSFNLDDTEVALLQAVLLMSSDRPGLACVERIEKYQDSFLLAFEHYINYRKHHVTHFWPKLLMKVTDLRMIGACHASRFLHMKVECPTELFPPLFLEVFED
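Binding of a 20-amino-acid Texas Red SRC2 peptide (20 nM) to TRb ligand-binding domain (0.6 uM) with agonist T3 at 1 uM was followed by fluorescence polarization after a 5 hr room-temperature incubation.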
RECQ1 inh – inhibitors of human RECQ1 DNA helicase | P46063 | RECQ1 DNA unwinding, red fluorescence kinetic read | Potency, µM (series often up to 57.3 µM), without a hit: at the top dose activity, negative = inhibition, hits mostly inhibitors | actives 0.54% (n = 240,000) | AID 2549;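 note: plate controls were vehicle for no effect and no enzyme for full effect; nearly all actives have a fitted effect of over 30% in size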
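RECQ1T1 50 nM; forked duplex (20 bp + 30-nt ss tails) 200 nM, ATP 2 mM final; pH 8.0, 2 mM MgCl2, 2.5 ug/ml poly(dI-dC); 15 min compound preincubation; discontinuous kinetic read over 2 h at RT.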
Active calls of the source: *; i = inactive; ? = inconclusive; · = not tested or not shown; & = joins results of further samples; [ ] = dose if it differs, or a comment. Unless noted, calls come from the whole dose curve; as a rule, active = well fitted curve in the direction sought with a large enough effect; inconclusive = small, poorly fitted or top-dose-only effect, or another doubt; inactive = no such curve, though single readings can be large; an effect the other way counts as inactive or inconclusive. Potency is the fitted concentration of half-maximal effect. Only part of the results is shown, so the mix of outcomes need not match the whole.

Values run as follows: ALDH1A1 inh, KDM4E inh, GoLoco inh red, LMNA splice mod, SMN2 splice up, TR SRC2 fluor cs, TRb SRC2 PPI, RECQ1 inh
> Cn1nnnc1SCC(=O)Nc1ccc(N2CCOCC2)cc1
→ -3%, 6%, 8%, -8%, -3%, -1%, 1%, -14%
> CCn1nc(C)c(NC(=O)c2cnn3c(C(F)F)cc(-c4ccccc4)nc23)c1C
→ -11%, 3%, 9%, ?, ·, -3%, -5%, -11%
> C/C(CC(=O)Nc1ccccn1)=N\NC(=O)c1ccccc1
→ 9%, -16%, 9%, -12%, ?, 7%, -4%, -5%
> CCCCCCn1c(N2CCN(c3ccccc3)CC2)nc2c1c(=O)n(C)c(=O)n2C
→ ?, 1%, 14%, ?, -20%, 1%, -12%, i
> COc1ccc(N2CC(C(=O)Nc3nccs3)CC2=O)cc1 (configuration not stated)
→ 11%, 13%, 7%, 6%, -7%, 0%, 2%, -4%
> O=C(Cn1ncc2c(=O)oc3ccccc3c21)N1CCC(N2CCCCC2)CC1
→ -4%, -29%, 16%, -8%, -1%, -1%, -20%, -6%
> O=C(OCCOc1ccccc1)c1n[nH]c2ccccc12
→ 11%, 6%, 4%, ·, ·, -3%, 3%, -8%
> O=C(Nc1nc2ccccc2n1CCN1CCCCC1)C1CCCCC1
→ -4%, 11%, 4%, -7%, -24%, 1%, 0%, i
> Cc1ccc(SCCNC(=S)Nc2ccc(C)c(C)c2)cc1
→ ?, 3%, 2%, ?, -17%, -3%, 9%, -16%
> CCCCN1C(=O)C2NN=C(C(=O)OC)C2C1=O (configuration not stated)
→ 7%, 7%, -4%, 0%, -7%, -1%, 0%, 1%
> CCc1ccc2nc(NC3=NCN(CCN4CCOCC4)CN3)nc(C)c2c1
→ 5%, 0%, 6%, -1%, -25%, -2%, 1%, 14%
> COc1ccc(C(NC(C)=O)c2c(O)ccc3ccccc23)cc1OC (configuration not stated)
→ ?, -6%, -4%, -16%, -12%, 4%, -25%, -5%
> CCOC(=O)c1ccc(NC(=O)Cn2nnc3ccccc32)cc1
→ 1%, -2%, 3%, ?, -4%, 3%, -14%, 14%
> COc1ccc(-c2[nH]ncc2Oc2ccccc2OC)c(O)c1
→ -1%, -1%, 16%, ?, -8%, -3%, -15%, -14%
> COc1ccc(-n2cnc3cc(NCc4ccco4)ccc32)cc1
→ ?, ?, 0%, -21%, ?, 2%, 7%, i
> COc1ccc(/C(C)=N/NC(=O)c2ccccc2OCc2ccccc2)c(OC)c1
→ -8%, ?, -7%, -14%[46 µM], 13µM*, -2%, 9%, i
> COc1ccc(C2=NN(C(=O)CSc3nnc(C)n3C)C(c3ccco3)C2)cc1 (configuration not stated)
→ 5%, -10%, 13%, -5%[46 µM], 2%, 1%, -9%, 0%
> CC1CC(CC(=O)Nc2nc(-c3ccccc3)cs2)C(=O)O1 (configuration not stated)
→ 5%, -4%, 6%, -8%[46 µM], 11%, -4%, -6%, i
> CCCCCOc1ccc(C(=O)NC(C(=O)O)C(C)C)cc1 (configuration not stated)
→ -6%, 3%, 4%, 11%, 1%, 0%, 3%, -15%
> COc1ccccc1CN1CC2(CCN(C(=O)c3cnccn3)CC2)C1
→ 3%, ·, 8%, ·, 2%, ·, ·, -6%
> COC(=O)[C@@H]1CC[C@H](C)[C@@H](c2ccc(C)cc2)N1C(=O)c1ccc(/C=N/O[C@@H](C)CN2CCCCc3nc(C)c(C)cc32)cc1
→ ?, -4%, -3%, ?, -63%[inhibitor], -3%, 0%, i
> Cc1cc(C(=O)CSc2n[nH]c(N)n2)c(C)n1C1CC1
→ 2%, 1%, 12%, -2%, 13%, 0%, -8%, -9%
> O=C1CSCN1c1ccc(Cl)cc1
→ 7%, -2%, 12%, -10%[46 µM], -1%, 1%, 0%, i
> Cc1noc(C)c1S(=O)(=O)N(CC(=O)O)c1ccc2c(c1)OCO2
→ 3%, -2%, 6%, -2%, -22%, -1%, -8%, -2%
> CN(C)S(=O)(=O)c1cccc(C(=O)Nc2cccnc2)c1
→ -8%, -1%, -1%, -16%, -20%, -6%, -5%, -7%
> Cc1ccc(C(=O)/C=C/Nc2ccc([N+](=O)[O-])cc2Br)cc1
→ -15%, -1%, 8%, 6%, ?, 1%, 6%, -8%
> O=C1CN(S(=O)(=O)c2ccc(Cl)cc2C(F)(F)F)CCN1
→ 1%, -3%, 0%, -2%[46 µM], -6%, -8%, 7%, -2%
> CSc1nc2[nH]c3c(c2c2nnnn12)CCCC3
→ ?, ?, 3%, ?, -38%[inhibitor], -2%, 7%, -2%
> COc1ccc(NCc2nnc(SCC(=O)N3CCCc4ccccc43)n2C)cc1
→ 3.2µM*, 0%, 7%, 14%, -16%, 1%, -12%, -12%
> CCOC(=O)c1c(NC(=S)N2CCCCC2)sc2c1CCN(C(=O)OCC)C2
→ ·, -1%, 2%, ·, ·, -1%, -3%, -6%
> COc1ccccc1NC(=O)CCSc1ccc(C)cc1
→ 4%, -1%, 3%, ?, 15%, -4%, -2%, i
> COc1ccc(/C=N/n2cncn2)cc1CSc1ccccn1
→ -5%, 4%, 4%, 18%, 50%, -1%, -2%, 0%
> CCOC(=O)CNC(=O)CSc1ncnc2c1nnn2-c1ccc(F)cc1
→ 9%, 4%, 2%, -9%, -12%, -4%, 1%, 2%
> CN(C)S(=O)(=O)N1CCc2ccccc2C1
→ -2%, -2%, ·, 2%, ·, -1%, -9%, -9%
> COc1ccc2nc(N/C(N)=N/C(=S)Nc3ccc(C)c(C)c3)nc(C)c2c1
→ -15%, 0%, -1%, -19%, -35%[inhibitor], 1%, -5%, -11%
> CC(COc1ccccc1)N1CCC(CO)(Cc2ccccc2)CC1 (configuration not stated)
→ 2%, 0%, 2%, ·, ·, -1%, 0%, -4%
> CC(C)c1nc(SCC(=O)c2c[nH]c3ccccc23)n[nH]1
→ ·, -17%, 14%, ·, ·, -6%, -7%, -12%
> COC(=O)c1ccc(C(NC(=O)OCc2ccccc2)/C(=C/[C@@H](C)C(=O)N(C)C)c2cccnc2)cc1 (some centres not stated)
→ -2%, 0%, -1%, ·, -3%, -4%, -2%, -2%
> O=C(CCSCCC(=O)NCCN1CCOCC1)NCCN1CCOCC1
→ 6%, -5%, 8%, -7%, 7%, 1%, -2%, -1%
> CC(=O)C1=NN(c2ccccc2)C(c2ccc3c(c2)OCO3)N1c1ccccc1 (configuration not stated)
→ ?, ?, 4%, ?, -5%, -3%, 2%, -1%
> Nc1c(C(=O)NCc2ccccc2)c2nc3ccccc3nc2n1-c1ccc2c(c1)OCO2
→ ?, ?, 15%, -13%, -28%, -2%, 2%, -6%
> Cc1ccc2[nH]c3c(c2c1)CN(C(=O)CN1CCCCC1)CC3
→ ·, -11%, -2%, ·, ·, 0%, -1%, i
> NC(=O)COC(=O)c1c2c(nc3ccccc13)CCCC2
→ ?, ?, 1%, 6%[46 µM], 2%, 0%, 0%, -9%
> COC(=O)[C@@H]1C[C@H]2CC[C@H](O)C[C@H]2N1Cc1ccccc1OS(=O)(=O)c1ccc(C)cc1
→ ?, -22%&-16%, 99%&74%[activator], ·, -11%, -7%&1%, -1%&5%, i
> CCOC(=O)c1[nH]c2ccc(Cl)cc2c1NC(=O)c1nonc1C
→ -1%, -21%, 11%, 8%, -9%, -4%, -5%, -5%
> COc1ccc(C(=O)NC(=S)Nc2nc(C)c(C(=O)N(C)C)s2)cc1
→ ?, 4%, 1%, -1%, -10%, -2%, -20%, i
> O=C(C=C1CCN(c2ncc(C(F)(F)F)cc2Cl)CC1)NNC(=O)Nc1ccccc1
→ ?, -6%, -3%, 5%, 7%, 2%, -2%, i
> O=C(CSCCO)Nc1cccc(C(F)(F)F)c1
→ 11%, -1%, 4%, 5%, 6%, -3%, -12%, 6%
> COc1cccc(-c2nnc(N(C)C(=O)C3CCOC3)s2)c1 (configuration not stated)
→ ?, ?, 4%, 8%, 13%, -4%, -17%, i
> Cc1ccc([N+](=O)[O-])cc1NC(=O)/C=C/C(=O)O
→ ·, -3%, -4%, ·, ·, -4%, 8%, -14%
> COc1ccc(COCC(O)CN2CCOCC2)cc1OC (configuration not stated)
→ 7%, -3%, 5%, 12%, -2%, -1%, -2%, -4%
> CCOC(=O)c1c(NC(=O)C(=O)N/N=C/c2ccc(OCC)cc2)sc2c1CCCCC2
→ 3%, 12%, 0%, -10%, -44%[inhibitor], 0%, -5%, -1%
> Cc1ccc(C(=O)NNC(=O)Cc2csc(-c3csc(C)n3)n2)cc1
→ 8%, 1%, 1%, ·, ·, -7%, -1%, i
> Cc1ccccc1NC(=O)c1ccc([N+](=O)[O-])o1
→ 0%, -24%, 7%, ?, ·, -2%, 2%, -8%
> S=c1[nH]nc(-c2ccc3ccccc3n2)n1-c1ccccc1
→ ?, -5%, 7%, -9%, -9%, -1%, -10%, -1%
> COc1ccc(C2C(C#N)=C(N)Oc3n[nH]c(C)c32)cc1CN1CCN(c2ccc(F)cc2)CC1 (configuration not stated)
→ 7%, -7%, 10%, ?, -5%, 2%, 1%, ?
> O=C1NC(=S)N/C1=C\c1ccc(Oc2ccc(C(F)(F)F)cc2[N+](=O)[O-])c(Cl)c1
→ ·, 9%, 10%, ·, ·, -4%, -9%, i
> CO[C@H]1C=CO[C@@]2(C)Oc3c(C)c(O)c4c(O)c(c(C=NN5CCN(C6CCCC6)CC5)c(O)c4c3C2=O)NC(=O)C(C)=CC=C[C@H](C)[C@H](O)[C@@H](C)[C@@H](O)[C@@H](C)[C@H](OC(C)=O)[C@@H]1C
→ ·, ?, 24%, ·, ·, -3%, 1%, -2%
> Cn1cc(CN2CCCC(CNC(=O)c3ccc4c(c3)OCO4)C2)c2ccccc21 (configuration not stated)
→ ?, -20%, 7%, -5%[46 µM], ·, 1%, -2%, -3%
> CCn1c(SCC(=O)O)nnc1-c1ccc2[nH]c(C)c(C)c2c1
→ ?, -23%, 8%, 4%, 22%, -2%, -13%, -17%
> COc1cccc2cc3c(=O)oc4ccccc4c3nc12
→ ?, ?, 11%, 1%, -6%, -4%, -4%, -5%

From PubChem BioAssay
